Source: PubChem
SKKanGAS inh: S. pyogenes SKKanGAS growth inhibitors in kanamycin, primary screen, streptokinase expression inhibitor project, SKKanGAS strain, BacTiter-Glo luminescence. 6 h. inhibition, % at 7.5 µM. 1.3% of 300,000 active;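 active means mean replicate score, as percent of positive control median, at least 50; inconclusive means mean below 50 but one replicate at or above 50; inactive means mean and every replicate below 50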;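 further: strain carries kanamycin resistance gene driven by streptokinase promoter and grows in 40 µg/ml kanamycin; loss of luminescence reflects streptokinase promoter inhibition or plain growth inhibition; 0% = median of DMSO wells and 100% = positive control at its reference dose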
TRPC6 act: mouse TRPC6 channel activators, primary screen, cell-based, HEK293, membrane potential dye; Short transient receptor potential channel 6 (Mus musculus), Q61143; HEK293-TRPC6 membrane potential dye fluorescence; hits give high values; B-score at 10 µM; 0.13% of 310,000 active;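 active means B-score of the integrated fluorescence ratio above library mean plus 3 SD, and starting fluorescence ratio within library mean plus 5 SD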;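 further: higher score means more depolarization so channel activation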
TRPC4 block: inhibitors of mouse TRPC4 channel, primary screen, Fluo4 calcium, HEK293 TRPC4beta/mu-opioid cells. Short transient receptor potential channel 4 (Mus musculus), Q9QUQ5. DAMGO-evoked Fluo4 calcium flux; hits give low values. B-score at 10 µM. 0.39% of 300,000 active. AID 2247, 2010;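 active means B-score over 3 SD under the library average, no early fluorescence shift, positive overall ratio signal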
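Material: HEK293 cells with stable TRPC4beta plus mu-opioid receptor expression / Probe or stimulus: DAMGO in two steps, submaximal then maximal / Compound: single concentration per test compound / Technique: kinetic Fluo4 fluorescence imaging of calcium influx / Read-out: per-well B score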
KLF5 inhibitor: KLF5 expression inhibitors, primary screen, DLD-1 cells, luminescence; DLD-1 KLF5 promoter-luciferase reporter; inhibition, % at 5 µM; 0.23% of 290,000 active;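 active means inhibition above a per-plate limit of that plate's mean compound inhibition plus 3 SD, cut at about 60% in these data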;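 further: 0% = DMSO wells and 100% = LY294002 at 200 µM; higher means less KLF5 promoter-driven luciferase light; inactives centre near -14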
TRPC6 inhibitor: mouse TRPC6 channel inhibitors, primary screen, cell-based, HEK293, membrane potential dye; Short transient receptor potential channel 6 (Mus musculus), Q61143; 1.1% of 310,000 active; B-score at 10 µM; ACh-evoked depolarization; hits give low values; AID 2553, 2010;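 active means B-score under library mean minus 3 SD, initial fluorescence not abnormally high, positive integrated signal ratio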;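 further: B-score derived from integrated fluorescence ratio over the kinetic read; more negative B-score means stronger inhibition of depolarization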
TRPC4 potent: positive allosteric modulators of TRPC4, primary screen, cell-based, mouse TRPC4beta, HEK293 mu-opioid, Fluo-4 calcium | Short transient receptor potential channel 4 (Mus musculus), Q9QUQ5 | 0.42% of 310,000 active | DAMGO EC20, Fluo-4 Ca2+ flux; hits give high values | B-score at 10 µM;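 active means B-score of calcium response area above 5 SD of library B-scores, with initial fluorescence ratio within 5 SD of library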;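 further: B-score of integrated fluorescence ratio over time as area under calcium response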
IEC-6 tox: cytotoxicity in IEC-6 intestinal epithelial cells, primary screen, cytotoxicity control for KLF5 inhibitor project, cell-based, luminescence; IEC-6 cytotoxicity, luminescence viability; inhibition, % at 5 µM; 0.78% of 290,000 active; AID 1825, 2009; in the data active means inhibition above about 22%;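 further: 0% = plate median of test compound wells and 100% = cytotoxic reference compound wells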
aSyn 5UTR inh: MLPCN primary screen, SNCA 5' untranslated region | alpha-synuclein 5'UTR reporter, inhibitor activity | inhibition, % (tested at 7.5 µM) | 0.82% of 300,000 active | AID 1813, 2009; in the data active means inhibition above about 60%; inconclusive means no clear call, values can overlap the other calls;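 further: H4 neuroglioblastoma cells stably carrying SNCA 5'UTR luciferase fusion; 0% = DMSO wells and 100% = positive control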
TRPC4 agonist: activators of mouse TRPC4 channel, primary screen, Fluo4 calcium, HEK293 TRPC4beta/mu-opioid cells. Short transient receptor potential channel 4 (Mus musculus), Q9QUQ5. Fluo4 calcium fluorescence; hits give high values. B-score at 10 µM. 0.49% of 310,000 active;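 active means B-score above 5 SD of library B-scores, and initial fluorescence ratio not above library mean plus 5 SD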;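 further: positive B-score marks a calcium rise read as TRPC4 activation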
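Assay system: HEK293 stable line with TRPC4beta plus mu-opioid receptor. Times: dye 45 min RT, read 110 s. Measured by: kinetic Fluo4 calcium fluorescence. Measure: B score of integrated ratio. Controls: assay buffer as low control, maximal DAMGO as high control.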
MrgX1 antag: antagonists of human MrgX1 receptor, primary screen, HEK293 cells, Fluo-4 calcium flux; Mas-related G-protein coupled receptor member X1 (Homo sapiens), Q96LB2; BAM8-22 antagonism; hits give low values; B-score at 10 µM; 1.3% of 310,000 active; AID 588676, 2011;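 active means calcium-response B-score plate-corrected more than 3 library SD below zero, starting fluorescence within 5 deviations, no agonist response on first addition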;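 further: peak minus trough fluorescence over baseline after final BAM8-22 challenge near maximal dose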
Target sequence (Q96LB2 whole entry, looked up): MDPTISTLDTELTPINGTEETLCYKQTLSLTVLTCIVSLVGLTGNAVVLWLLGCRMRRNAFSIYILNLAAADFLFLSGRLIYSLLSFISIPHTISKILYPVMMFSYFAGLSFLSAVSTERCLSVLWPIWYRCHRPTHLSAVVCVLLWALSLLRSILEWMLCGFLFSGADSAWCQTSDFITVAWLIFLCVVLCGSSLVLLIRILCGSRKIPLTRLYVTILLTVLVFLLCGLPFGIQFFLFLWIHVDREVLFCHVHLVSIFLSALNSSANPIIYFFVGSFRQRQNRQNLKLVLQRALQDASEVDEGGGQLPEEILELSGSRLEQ
HIF act: HIF pathway transcriptional activators, primary screen, cell-based, U2OS HRE-luciferase, luminescence. U2OS HRE-luciferase reporter; normalized: DMSO 0%, desferrioxamine 100%. activation, % at 7.5 µM (by protocol). 0.32% of 300,000 active. AID 1910, 2009;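 active means mean activation of at least 10% of the iron chelator positive control signal, with at least half of replicates also reaching 10%; inconclusive means mean and replicate majority disagree about reaching 10%; inactive means mean and most replicates under 10%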
Active calls of the source: *; i = inactive; ? = inconclusive; · = not tested or not shown.

SMILES	SKKanGAS inh	TRPC6 act	TRPC4 block	KLF5 inhibitor	TRPC6 inhibitor	TRPC4 potent	IEC-6 tox	aSyn 5UTR inh	TRPC4 agonist	MrgX1 antag	HIF act
COc1ccccc1N1CCN(/N=C/c2ccc(C(=O)O)cc2)CC1	-1.4	i	i	-90.7	i	i	-4.6	-128.5	i	i	2.1
O=C(NCCS(=O)(=O)NCc1ccccn1)c1ccccc1	2.3	i	i	·	i	i	·	5.1	i	i	0.9
Cc1cc(C)cc(Nc2ncnc3nc[nH]c23)c1	2.7	i	i	-52.9	i	i	3.7	-50.3	i	i	0.7
COc1cc(C2=NOC(C(=O)Nc3ccc(C(C)=O)cc3)C2)cc(OC)c1OC (stereo unspecified)	4.7	i	i	-14.3	i	i	-4.0	-79.9	i	i	3.0
C=CCn1c(CC(C)(C)C)nc2ccccc21	3.4	i	i	-24.4	i	i	-2.0	5.0	i	i	-0.2
CCOC(=O)c1c(C)[nH]c(C(=O)OCC(=O)Nc2cccnc2Cl)c1C	-10.2	i	i	·	i	i	·	16.2	i	i	-0.2
Cc1ccc(/C=N/NC(=O)CNC(=O)c2cccs2)cc1	-2.4	i	i	-38.9	i	i	1.9	-21.4	i	i	0.3
CC1(C)Cc2c(cnn2-c2ccccc2)C(NC(=O)c2ccc[n+]([O-])c2)C1 (stereo unspecified)	-3.1	i	i	-16.9	i	i	4.1	13.1	i	i	-0.8
CN(C)c1ccc(S(=O)(=O)NCC(=O)OCC(=O)Nc2cc(Cl)cc(Cl)c2)cc1[N+](=O)[O-]	-2.5	i	i	0.8	i	i	1.8	29.5	i	i	?
O=C(NCCCCNC(=O)C(F)(F)F)C(F)(F)F	-1.2	i	i	-18.5	i	i	-4.2	4.8	i	i	0.7
COc1ccc(OC)c(NC(=O)CSc2nnc(CNC(=O)c3ccco3)o2)c1	3.8	i	i	-1.4	i	i	-0.3	-9.1	i	i	-0.5
COc1cc(C=O)c(-c2c(C=O)cc(OC)c3c2OCO3)c2c1OCO2	2.3	i	i	-24.0	i	i	-7.4	11.6	i	i	0.1
CCOC(=O)c1c(N)sc(C(=O)Nc2ccccc2)c1C	6.7	i	i	-114.9	i	i	3.4	-47.2	i	i	-0.6
CCC(C)(C)n1nnnc1C(c1cccs1)N1CCc2ccccc21 (stereo unspecified)	-3.5	i	i	-22.4	i	i	-1.4	15.9	i	i	0.1
O=C(NC(=S)Nc1ccccc1C(F)(F)F)c1ccccc1F	4.7	i	i	3.7	i	i	-4.5	-44.1	i	i	1.1
CCOC(=O)CSc1nnc(CNC(=O)c2ccco2)n1C	2.9	i	i	8.2	i	i	-2.6	5.4	i	i	0.1
O=C(CN1c2ccccc2Sc2ccccc21)N/N=C/c1ccc(Cl)cc1	12.0	i	i	-29.6	i	i	4.1	21.7	i	i	0.3
Cn1c2c(c(=O)n(C)c1=O)C(NS(=O)(=O)c1ccccc1)(C(F)(F)F)C(=O)N2 (stereo unspecified)	0.3	i	i	-19.0	i	i	-2.6	-13.1	i	i	-0.5
CCn1cc(CNC(=O)c2cc(-c3cc(OC)ccc3OC)nc3ccccc23)c(C)n1	-5.8	i	i	6.1	i	i	10.4	-40.2	i	i	0.2
Cc1nc2c(C(=O)NCc3cccs3)cnn2c(C)c1Cc1ccccc1	-3.0	i	i	-11.3	i	i	6.3	28.1	i	i	-0.3
O=C(O)CSCC(=O)N1CCN(S(=O)(=O)c2ccccc2)CC1	-18.1	i	i	-8.3	i	i	-3.5	-18.3	i	i	0.2
C=CCN1CCN(c2ccncc2S(=O)(=O)N2CCCCC2)CC1	3.3	i	i	-21.3	i	i	3.2	10.0	i	i	-0.6
O=C(NCC(c1ccco1)N1CCCC1)c1ccccc1Sc1ccc(C(F)(F)F)cc1[N+](=O)[O-] (stereo unspecified)	-1.9	i	i	·	-6.62*	i	·	22.2	i	i	-0.2
CC(C)n1cnc2c(NCc3ccc(S(N)(=O)=O)cc3)nc(NCc3ccc(S(N)(=O)=O)cc3)nc21	2.8	i	i	·	i	i	·	-9.7	i	i	-0.3
COc1ccc(CCNC(=O)CCC(=O)N2CCOc3ccccc32)cc1OC	-2.2	i	i	-5.5	i	i	-5.4	4.0	i	i	-0.1
Cc1cc(C(=O)CSc2nnnn2C)c(C)n1-c1ccc2c(c1)OCCO2	1.9	i	i	-98.9	i	i	-2.0	-125.5	i	i	3.3
COc1ccc(Oc2ccccc2/C=C/C(=O)O)cc1	-4.6	i	i	16.0	i	i	7.7	-3.0	i	i	-0.9
Cc1cc2ncc(-c3cccc(Cl)c3)cn2n1	-4.4	i	i	-12.7	i	i	-5.5	-117.3	i	i	3.8
COCCN1C(=O)N[C@@H](c2ccccc2)[C@H](C(C)=O)[C@H]1C	2.6	i	i	·	i	i	·	20.4	i	i	-1.7
C/C(=N\N1C(=O)c2ccccc2C1=O)c1cccc([N+](=O)[O-])c1	7.6	i	i	-9.3	i	i	-2.6	-7.2	i	i	-0.7
Cc1ccccc1C(=O)Nc1ccc(C(=O)N/N=C/c2ccc(F)cc2)cc1	1.7	i	i	-40.9	i	i	7.7	34.7	i	i	0.2
Cc1c(C(=O)N2CCN(c3ccccn3)CC2)oc2c(F)cccc12	-1.0	i	i	-18.2	i	i	-3.6	-28.3	i	i	-18.7
CCCCC(=O)NNC(=S)NCc1ccccc1	-1.0	i	i	-10.8	i	i	-4.1	-0.7	i	i	-0.9
CSc1nc(O)c(C(c2cccc([N+](=O)[O-])c2)c2c(O)nc(SC)[nH]c2=O)c(=O)[nH]1	-6.5	i	i	-13.8	i	i	-2.2	-5.8	i	i	-0.7
COc1ccc(CCNC(=O)Cn2nnc3ccccc3c2=O)cc1	2.8	i	i	-8.1	i	i	-0.1	-3.9	i	i	-0.8
CCN1CCN(CCCN(Cc2ccco2)C(=S)Nc2ccc(Cl)cc2)CC1	-0.2	i	i	-5.6	i	i	-1.7	-13.3	i	i	-0.2
Cc1ccc2nc(SCc3nnc(-c4ccccc4)o3)[nH]c2c1	3.8	i	i	-18.5	i	i	-0.9	-7.4	i	i	-0.1
CCOC(=O)C(CCCOc1cccc(CC)c1)C(=O)OCC	1.2	i	i	-15.7	i	i	-0.7	-7.5	i	i	0.2
O=C(N/N=C/c1c(O)n(-c2ccccc2Cl)c(=O)c2ccccc12)c1cccnc1	71.4*	i	i	-12.3	i	i	-6.5	5.8	i	·	-1.2
COc1ccc(CNC(=O)CN2C(=O)c3ccccc3C2=O)cc1	-9.3	i	i	-29.7	i	i	2.1	6.4	i	i	1.9
Cc1cccn2c(=O)c3cc(S(=O)(=O)c4ccccc4)c(=N)n(Cc4ccc(F)cc4)c3nc12	-7.0	i	i	-3.1	i	i	-1.9	12.2	i	i	0.0
O=S(=O)(c1ccc(Br)cc1)N1CCN=C1SCc1cccc(F)c1	12.5	i	i	-25.6	i	i	2.0	9.9	i	i	-0.3
O=C(CN1CCN(c2ccccn2)CC1)Nc1ccc(OCc2ccccc2)cc1	4.7	i	i	-16.2	i	i	6.2	-11.5	i	i	0.4
CC1CCCC(NC(=O)CNC(=O)c2cccs2)C1C (stereo unspecified)	-2.9	i	i	·	i	i	·	-0.6	i	i	-2.9
COCC(C)NC(=S)N1CCN(c2ccccc2Cl)CC1 (stereo unspecified)	-15.4	i	i	20.1	i	i	1.5	8.5	i	i	-0.5
CCOc1ccc(NC(=O)CCN2CCCCC2)cc1	-5.1	i	i	0.8	i	i	3.3	8.0	i	i	-0.8
Cc1cc(NC(=O)CN2C(=O)c3ccccc3S2(=O)=O)no1	29.4	i	i	-15.2	i	i	-2.2	-0.2	i	i	0.1
CCOc1ccccc1N(C)C(=O)CCS(=O)(=O)c1ccc2c(c1)NC(=O)C(C)S2 (stereo unspecified)	-6.2	i	i	-79.4	i	i	-10.2	-0.9	i	i	0.0
CCn1c(SCC(=O)N2CCN(c3ccccc3)CC2)nnc1-c1ccoc1C	-3.1	i	i	-6.6	i	i	0.0	-16.4	i	i	-0.5
CC(=O)Nc1ccc2c(c1)CCc1ccccc1-2	0.4	i	i	-73.7	i	i	-6.0	-60.2	i	i	3.9
COc1ccc(C(=O)c2c3ccc(OC)cc3[n+]([O-])n2CCCC(N)=O)cc1	-0.5	i	i	·	i	i	·	-9.0	i	i	0.1
Cc1oc(-c2ccccc2Cl)nc1CS(=O)(=O)CC(=O)NCCc1ccccc1	-3.5	i	i	0.1	i	i	-3.9	12.5	i	i	-0.5
Nc1nc(-c2ccco2)nn1S(=O)(=O)c1ccccc1	-0.5	i	i	-9.2	i	i	1.0	-3.8	i	i	-0.5
COc1ccc(C(=O)c2c(C(F)(F)F)oc3c2C(=O)c2ccccc2C3=O)cc1	97.0*	i	i	-13.2	i	i	13.3	109.0*	i	i	-3.1
NS(=O)(=O)c1ccc(CCNC(=O)c2cc(=O)[nH]c3ccccc23)cc1	-1.0	i	i	0.2	i	i	1.4	5.7	i	i	-0.3
CN1CCN(C(=O)C2=C[C@H](c3coc4ccccc4c3=O)C[C@H](OCc3ccc(CO)cc3)O2)CC1	-2.9	i	i	4.1	i	i	-13.0	11.8	i	i	-0.3
Cn1c(N)c(C(=O)CNC2CCCCC2)c(=O)n(C)c1=O	-0.6	i	i	·	i	i	·	13.5	i	i	1.3
CC1=C(C(=O)OCC(C)C)C(c2ccc(Br)s2)NC(=O)N1 (stereo unspecified)	-14.6	i	i	3.2	i	i	-1.4	24.9	i	i	-0.3
